Screening data as filed in PubChem BioAssay.
aSyn yeast rescue = qHTS of alpha-syn Inhibitors: NCGC Sytravon Library Screen; S. cerevisiae alpha-synuclein toxicity rescue, BacTiter-Glo growth, 24 h; Potency, µM (doses to about 46.1 µM), for the others: at the top dose growth rescue (activation), hits mostly activators; AID 1347070, 2019; actives 0.02% (n = 94,000); active means well fitted activation curve with a large enough effect; inconclusive means small, poorly fitted or top-dose-only effect; further: 0% is about no effect
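Growth restoration measured by BacTiter-Glo luminescence after 24 hr at 30 deg C; alpha-synuclein yeast, raffinose-pregrown to mid-log, were added at OD600=0.02 in galactose medium onto pinned compounds.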
The depositor's hits bear a star; ? = inconclusive; [ ] = another dose, or the depositor's remark. Potency means the concentration at half of the fitted maximal effect.

SMILES | aSyn yeast rescue
CCOC(=O)c1cc(-c2ccccc2)n(CCCC(=O)Nc2ccc(C)cc2C)c1C | ?
COc1cccc2sc(N(Cc3cccnc3)C(=O)Cc3ccccc3)nc12 | ?
COc1ccc(-c2nn(-c3ccc(F)cc3F)c3c2cnc2ccc(F)cc23)cc1 | -9%
COC(=O)c1ccc(COc2ccccc2/C=C(\C#N)C(=O)Nc2c(C)cccc2C)cc1 | 9%
O=C(CSc1nc2ccccc2n1Cc1ccccc1Cl)NCc1ccccc1 | 20%
NC(=O)c1ccsc1NC(=O)COC(=O)Cc1ccccc1[N+](=O)[O-] | -5%
COc1ccc(N(Cc2ccccc2)S(=O)(=O)c2cccc(C(=O)NCC3CCCO3)c2)cc1 (stereo not given) | 1%
Cc1ccc(Cl)cc1N1CCN(S(=O)(=O)c2ccc3c(c2)CCCN3C(=O)C2CCC2)CC1 | 1%
COc1ccc2c(c1)Cc1sc(NC(=O)c3cccc(F)c3)nc1-2 | -12%
Cc1cc(N2CCOCC2)nc2ccc(NC(=O)CCC(=O)N3CCN(c4cccc(C(F)(F)F)c4)CC3)cc12 | 1%
Cc1ccc2c(c1)NC(=O)C(CC(=O)NCc1ccc(F)cc1)O2 (stereo not given) | 9%
O=C(CN(C(=O)c1csnn1)c1cccc(F)c1)NC1CCCC1 | -6%
O=c1oc2ccc3ccccc3c2cc1-c1nnc(Nc2cc(C(F)(F)F)ccc2Cl)s1 | 1%
CCCCn1c(=O)n(-c2cc(OC)ccc2OC)c(=O)c2c3c(sc21)CN(C(C)=O)CC3 | 0%
Cc1cc(C)cc(OCC(=O)Nc2nonc2-c2ccc(Br)cc2)c1 | -13%
Cc1ccc(COc2ccc(-c3nnco3)cc2)cc1 | 6%
Cc1cc(Nc2cccc(C(F)(F)F)c2)nc2ccc(NC(=O)c3ccc(N(C)C)cc3)cc12 | -28%
CCOC(=O)c1ccc(NC(=S)N2CCC(C(N)=O)(N3CCCCC3)CC2)cc1 | -2%
O=C(CN1C(=O)C2CCCCN2C(=O)c2ccccc21)Nc1ccc(F)cc1 (stereo not given) | -4%
Cc1cc2[nH]c(=O)c(=O)[nH]c2cc1S(=O)(=O)N1CCN(c2cccc(C)c2C)CC1 | 0%
O=C1CC2(CCN(C(=O)c3ccc(F)cc3)CC2)Oc2ccccc21 | 20%
CSc1cccc(Nc2cc(C(=O)NCCCN(Cc3ccccc3)C(C)C)c3ccccc3n2)c1 | -11%
CN(C)NC(=O)c1ccsc1NC(=O)c1ccc(S(=O)(=O)N(C)C)cc1 | 4%
CCN(CC)c1ccc(NC(=O)CSc2nnc(C)c(=O)[nH]2)cc1 | -12%
OC(CNc1nc(-c2cccnc2)nc2ccccc12)c1ccccc1 (stereo not given) | -3%

Going on with the list:
SMILES | aSyn yeast rescue
CCCCNC(=O)c1ccccc1NC(=O)CN(c1ccccc1)S(=O)(=O)N(C)C | -9%
O=C(COc1ccccc1Cl)Nc1ccc(S(=O)(=O)Nc2ccccn2)cc1 | -8%
COc1cc2c(cc1OC)C1=C(C#N)CN(C3CCCCC3)CN1CC2 | 2%
CCC(=O)N1CCc2cc(CNC(=O)c3cccc(N(C)C)c3)ccc21 | -2%
O=C(CN1CCC(NC(=O)C2CC2)CC1)Nc1cccc(F)c1 | -3%
Nc1c(Br)c(=O)[nH]c(=O)n1-c1ccc(F)cc1 | 5%
CCOC(=O)Cn1c(=NC(=O)C(C)C)sc2c(C)cc(C)cc21 | 14%
CCN(CC)S(=O)(=O)c1nnc(NC(=O)COc2ccc(C)cc2)s1 | -19%
CC(=O)c1sc(-c2ccc(F)cc2)cc1NS(=O)(=O)c1ccccc1 | 4%
Cc1ccn2cc(CNC(=O)c3cccs3)nc2c1 | -11%
CC1=CC(C)(C)N(C(=O)Nc2ccccc2)c2ccccc21 | 0%
CCOc1ccccc1NC(=O)c1nnn(CC(=O)Nc2ccc(OC)c(OC)c2)c1N | -4%
NSc1nc(N)c2nc(-c3ccccc3)c(-c3ccccc3)nc2n1 | -10%
Cc1sc2ncnc(SCC(=O)N3CCCCC3)c2c1C | 15%
Cc1ccc(C)c(CN2CCCN(Cc3ccc(F)cc3)S2(=O)=O)c1 | -5%
CCOC(=O)C1CCCN(C(=O)c2ccc3c(c2)N(Cc2cccc(Cl)c2)C(=O)c2ccccc2S3(=O)=O)C1 (stereo not given) | -4%
COc1ccc(CNC(=O)c2cnc3sc(N4CCCC4)nn3c2=O)cc1OC | 5%
C/C(=N\NC(=O)c1ccc(Cl)cc1)c1cccc(NC(=O)c2cccnc2)c1 | -2%
COc1ccc(OCC(=O)Nc2cccc(C(=O)OCc3cc(=O)n4nc(C)sc4n3)c2)cc1 | -7%
CCOc1cccc(CNCCNC(=O)c2nonc2N)c1 | -10%
Cc1cc(C)cc(N2C(=O)CC(c3ccc(C(F)(F)F)cc3)C3=C2COC3=O)c1 (stereo not given) | -1%
COC(=O)c1ccc(COC(=O)c2ccc(C)c(S(=O)(=O)N3CCCCC3)c2)cc1 | -9%
COc1cc(NC(=O)c2nc3ccccc3nc2N2CCCCC2)cc(OC)c1OC | -18%
O=C(CN1CCOCC1)Nc1ccc2c(c1)OC(F)(F)O2 | 1%
COc1cc(OC)c(NC(=O)C(NS(=O)(=O)c2cccc3nsnc23)c2ccccc2)cc1Cl (stereo not given) | 6%

Further records follow.
SMILES | aSyn yeast rescue
Cc1ccc(-c2nc(SCC(=O)N3CCc4ccccc43)c3c(=O)n(C)c(=O)n(C)c3n2)cc1 | -7%
Cn1ccc(=NC=C(C#N)C#N)c2ccccc21 | 2%
O=C(CCNC(=O)c1ccc([N+](=O)[O-])cc1)Nc1ccc(F)cc1 | 5%
CCN(C(=O)c1cc2c(s1)-c1ccccc1OC2)c1cc(Cl)ccc1OC | 6%
COc1cccc(-c2nc(C(N)=O)c3c(n2)n(-c2ccc4c(c2)OCO4)c(=O)n3C)c1OC | 7%
CCCOc1ccc(C(=O)Nc2ccc(-c3cc4ccccc4oc3=O)c(C)c2)cc1 | -6%
O=C1c2ccccc2CCC12OC2c1ccncc1 (stereo not given) | -6%
Cc1ccccc1NC(=O)CSCn1nnc2c(=O)[nH]c(Cc3ccc(F)cc3)nc21 | 0%
Cc1c(C)n(Cc2ccccc2)c2ccc(C(=O)NCCc3ccccc3Cl)cc12 | -1%
O=C(Nc1cccc(C(=O)OCc2cc(=O)n3nc(C4CC4)sc3n2)c1)c1cccc(F)c1 | -1%
Cc1cc(C)cc(N(CC(=O)NCc2ccc(F)cc2)C(=O)c2snc(C(N)=O)c2N)c1 | -4%
Cc1ccc(CSCC(=O)N2CCN(c3cc(Cl)ccc3C)CC2)cc1 | ?
CC(C)c1ccc(NC(=O)c2ccc3oc(=O)c(S(=O)(=O)c4ccc(F)cc4)cc3c2)cc1 | -12%
Cn1cc(S(=O)(=O)Nc2ccc3c(c2)OCCO3)cn1 | -12%
CCOC(=O)NC(=O)/C(N=Nc1cc(C)cc(C)c1)=C(\C)O | 8%
COc1ccc(OCCN2CCN(C(=O)c3ccc(OC)cc3)CC2)cc1 | 1%
Cn1cc(S(=O)(=O)Nc2ccc(F)cc2F)c(=O)n(C)c1=O | 5%
CCCNC(=O)c1cnn2c(C)c(Cc3c(C)cc(C)cc3C)c(C)nc12 | 25%
O=C(N/C(=C/c1cccc(Br)c1)C(=O)N1CCOCC1)c1ccco1 | 4%
CN(C)S(=O)(=O)c1ccc(NC(=O)CCNC(=O)c2ccco2)cc1 | -2%
CN(C)C(CNC(=O)C1CCN(S(=O)(=O)c2cccc(C(F)(F)F)c2)CC1)c1ccccc1 (stereo not given) | 9%
O=c1[nH]cc(Cc2ccccc2)c(=O)[nH]1 | 5%
O=C(c1cc(F)c(F)cc1Cl)N1CCN(c2ccc([N+](=O)[O-])c3ncccc23)CC1 | -19%
CCOC(=O)c1ccc(NC(=O)CC2C(=O)N(c3ccc(F)cc3)C(=O)N2Cc2cccnc2)cc1 (stereo not given) | 2%
CCCCOc1ccc(N(CC(=O)NC(C)C)C(=O)CCC(=O)Nc2ccccn2)cc1 | -7%

19 entries from above, reformatted:
Molecule	aSyn yeast rescue
Cc1ccc(-c2nc(SCC(=O)N3CCc4ccccc43)c3c(=O)n(C)c(=O)n(C)c3n2)cc1	-7%
Cn1ccc(=NC=C(C#N)C#N)c2ccccc21	2%
O=C(CCNC(=O)c1ccc([N+](=O)[O-])cc1)Nc1ccc(F)cc1	5%
CCN(C(=O)c1cc2c(s1)-c1ccccc1OC2)c1cc(Cl)ccc1OC	6%
COc1cccc(-c2nc(C(N)=O)c3c(n2)n(-c2ccc4c(c2)OCO4)c(=O)n3C)c1OC	7%
CCCOc1ccc(C(=O)Nc2ccc(-c3cc4ccccc4oc3=O)c(C)c2)cc1	-6%
O=C1c2ccccc2CCC12OC2c1ccncc1 (stereo not given)	-6%
Cc1ccccc1NC(=O)CSCn1nnc2c(=O)[nH]c(Cc3ccc(F)cc3)nc21	0%
Cc1c(C)n(Cc2ccccc2)c2ccc(C(=O)NCCc3ccccc3Cl)cc12	-1%
O=C(Nc1cccc(C(=O)OCc2cc(=O)n3nc(C4CC4)sc3n2)c1)c1cccc(F)c1	-1%
Cc1cc(C)cc(N(CC(=O)NCc2ccc(F)cc2)C(=O)c2snc(C(N)=O)c2N)c1	-4%
Cc1ccc(CSCC(=O)N2CCN(c3cc(Cl)ccc3C)CC2)cc1	?
CC(C)c1ccc(NC(=O)c2ccc3oc(=O)c(S(=O)(=O)c4ccc(F)cc4)cc3c2)cc1	-12%
Cn1cc(S(=O)(=O)Nc2ccc3c(c2)OCCO3)cn1	-12%
CCOC(=O)NC(=O)/C(N=Nc1cc(C)cc(C)c1)=C(\C)O	8%
COc1ccc(OCCN2CCN(C(=O)c3ccc(OC)cc3)CC2)cc1	1%
Cn1cc(S(=O)(=O)Nc2ccc(F)cc2F)c(=O)n(C)c1=O	5%
CCCNC(=O)c1cnn2c(C)c(Cc3c(C)cc(C)cc3C)c(C)nc12	25%
O=C(N/C(=C/c1cccc(Br)c1)C(=O)N1CCOCC1)c1ccco1	4%

Carrying on.
SMILES | aSyn yeast rescue
CCCCCn1c(-c2ccc(OC)c(OC)c2)nc2ccccc21 | 9%
CCOC(=O)c1[nH]c2ccccc2c1NC(=O)c1ccc(OC)c(OC)c1 | -6%
Cc1ccc(NC(=O)CCNS(=O)(=O)c2cccs2)cc1F | -6%
CCOC(=O)c1c(C)c(-c2ccccc2)n(CC(=O)Nc2ccc(OCC)cc2)c1C | 0%
COc1cc(NC2c3ccccc3C(=O)N2c2ccc(C)cn2)cc(OC)c1OC (stereo not given) | 2%
CSc1nc(N(C)C)nc(N2CC(=O)N(CCNS(=O)(=O)c3ccc(C)cc3)C2=N)n1 | -6%
Cc1noc(C)c1COc1ccc(C(=O)N2CCN(c3ccccc3F)CC2)cc1 | 10%
CCCSc1ncc(Cl)c(C(=O)Nc2ccc(S(=O)(=O)Nc3ncccn3)cc2)n1 | 3%
CCOC(=O)c1c(NC(=S)SC)sc(C(=O)N2CCc3ccccc3C2)c1C | 11%
CN1CCc2c(sc(/N=C/c3cc(C(C)(C)C)ccc3O)c2C#N)C1 | 1%
O=C(COC(=O)c1ccccc1NCCO)Nc1cccc(S(=O)(=O)NC2=NCCCCC2)c1 | 1%
CCOC(=O)C(C)NC(=O)C1CCN(c2ncnc3c2nc2n3CCCCC2)CC1 (stereo not given) | 2%
COc1ccc2nc(NC(=O)c3nc(S(=O)(=O)Cc4cccc(C)c4)ncc3Cl)sc2c1 | 12%
COc1ccccc1CNC(=O)c1ccc(Cn2c(SCc3ccccc3)nc3cccnc32)cc1 | -13%
CC(C)c1ccc(S(=O)(=O)NCCCN2CCOCC2)cc1 | 1%
CCOC(=O)c1c(C)[nH]c(CCC(=O)NCc2cc(OC)c(OC)c(OC)c2)c1C | 2%
O=C(CCN1C(=O)C2CCCCC2C1=O)Nc1ccc(Br)cc1F (stereo not given) | -49%[inhibitor]
CCc1cc(C(=O)N2CCN(c3ncccn3)CC2)sc1C | 9%
COc1ccc(Cc2nc3c4cnn(-c5cccc(F)c5)c4ncn3n2)cc1 | -6%
CCc1[nH]c(=O)[nH]c1C(C)S(=O)(=O)c1ccc(C)cc1 (stereo not given) | -3%
CN(C(=O)c1cnc2n(c1=O)CCS2)C1CCCCC1 | -5%
CSCCC(NS(=O)(=O)c1ccc2c(c1)oc(=O)n2C)C(=O)NC1CCCc2ccccc21 (stereo not given) | -2%
O=C(CCc1ccccc1)NCc1ccc2c(c1)CCN2C(=O)c1ccccc1 | 3%
Cc1cccc(N2CCN(C(=S)Nc3ccc4nc(N5CCN(C)CC5)cc(C)c4c3)CC2)c1C | 8%
COc1ccc(CN2C(=O)C(CC(=O)NCc3cccs3)CC(C(=O)N(C)C)=C2C)cc1 (stereo not given) | 0%

Carrying on.
SMILES | aSyn yeast rescue
CCc1ccc(OC(C)C(=O)Nc2ccc(S(=O)(=O)Nc3cc(C)on3)cc2)cc1 (stereo not given) | 7%
CC(=O)c1c(C)[nH]c(C(=O)CSc2ccc(F)cc2)c1C | -1%
CCc1nn(CC(=O)NCCCN2CCN(CC)CC2)c(=O)c2cc3occc3n12 | -10%
COc1cc(OC)c(NC(=O)N2CCN3CCCCC3C2)cc1Cl (stereo not given) | 5%
COc1ccc(N2CC(C)(C)[C@H](CC(=O)Nc3ccc(Br)cc3)C2=O)cc1 | 4%
Cc1ccc(OCC(=O)Nc2ccc(C(=O)OCc3cc(=O)n4ccsc4n3)cc2)cc1C | 12%
CCOc1ccccc1NC(=O)Nc1cc2c(cc1N1CCCCC1)n(CC)c(=O)n2CC | 0%
CCN(c1ccccc1C)S(=O)(=O)c1nnc(NC(=O)c2ccccc2C)s1 | 6%
COc1ccc(-c2cn3c(n2)sc2cc(C(=O)Nc4ccc(F)cc4Cl)ccc23)cc1 | -19%
CCCCNC(=O)CN1C(=O)CSc2ccc(S(=O)(=O)N3CCOCC3)cc21 | 3%
Cc1cc(C)n(-c2ccc(Cl)c(C(=O)Nc3ccc(OC(F)(F)F)cc3)n2)n1 | -8%
CCCCCn1c(=O)[nH]c2cc(C(=O)NCc3ccccn3)ccc2c1=O | -6%

These rows are one share of the data. The share of hits here may be higher or lower than overall.
